IDE inh = inhibitors of human insulin-degrading enzyme in cells | HEK cells, FAbetaB cleavage, fluorescence polarization | inhibition, % at 5.59 µM | hit rate 0.41% among 320,000 | AID 434962;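 active = percent inhibition above the average of all tested compounds plus 3 SD, set per screening campaign, cut at about 16% in these data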;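 also: IDE supplied by intact live HEK cells; FP after avidin binding of uncleaved biotin substrate so inhibition keeps polarization high; 0% = DMSO wells and 100% = 60 µM reference IDE inhibitor Ii1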
NALP1 inh = blocks the NALP1 inflammasome reconstituted in yeast | S. cerevisiae NALP1/ASC/caspase-1 growth, X-gal OD620, 72 h | inhibition, % at 10 µM | hit rate 0.61% among 280,000 | AID 2071; in the data active = inhibition mostly above about 24%, no sharp cut-off; inactive = mostly below about 32%; also: some compounds called inactive have numbers as strong as hits
MEKK2 WT-MEK5 = raises or lowers MEK5 binding to wildtype human MEKK2 PB1 domain | Q9Y2U5 | bead flow cytometry, Alexa488-MEK5 binding to MEKK2 WT; actives lie on both sides | binding response (% of control), % at 10 µM | hit rate 1.1% among 290,000 | AID 1531; in the data active = binding response below about 67% or above about 130%
SUMO HTRF inh = SUMOylation inhibition. P63279. HTRF SUMOylation assay, SAE1/SAE2 + UBC9, in vitro. inhibition, % at 35 µM. hit rate 0.36% among 290,000. AID 2006; in the data active = inhibition above about 50%, passing the limit was not always enough; also: strong numbers were not always called active
MEKK2 mut-MEK5 = signal of MEK5 binding to mutant human MEKK2 PB1 domain; bead flow cytometry, Alexa488-MEK5 binding to MEKK2 mutant; percent response, % at 10 µM; hit rate 0.35% among 290,000; AID 1530; in the data active = percent response above about 24%, passing the limit was not always enough; also: inactives centre near 1; some results filed as inactive read as strong as hits; reference of the scale not given here
IDE cell activ = IDE (human) activation, cell-based; P14735; HEK cells, FAbeta-B cleavage, fluorescence polarization; 0% vehicle, 100% cell-free pure enzyme wells; activation, % at 5.96 µM; hit rate 0.073% among 340,000;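 active = activation above the mean of all tested compounds plus 3 SD, set per screening campaign, cut at about 17% in these data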
pCIP destab = compounds decreasing mouse p/CIP protein stability. AID 1984. Q05BA5. F442A p/CIP-EGFP cells, EGFP fluorescence, 16 h. hit rate 0.01% among 290,000. decrease of EGFP signal, % at 10 µM;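 active = EGFP signal decrease of at least 30% at 10 µM or well 3 SD below plate mean, unless failing retest; inactive = the rest, including hits failing retest or dose response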; also: some compounds called inactive have numbers as strong as hits; many of its hits are not listed in these tables
Target sequence (Q05BA5 1-1403): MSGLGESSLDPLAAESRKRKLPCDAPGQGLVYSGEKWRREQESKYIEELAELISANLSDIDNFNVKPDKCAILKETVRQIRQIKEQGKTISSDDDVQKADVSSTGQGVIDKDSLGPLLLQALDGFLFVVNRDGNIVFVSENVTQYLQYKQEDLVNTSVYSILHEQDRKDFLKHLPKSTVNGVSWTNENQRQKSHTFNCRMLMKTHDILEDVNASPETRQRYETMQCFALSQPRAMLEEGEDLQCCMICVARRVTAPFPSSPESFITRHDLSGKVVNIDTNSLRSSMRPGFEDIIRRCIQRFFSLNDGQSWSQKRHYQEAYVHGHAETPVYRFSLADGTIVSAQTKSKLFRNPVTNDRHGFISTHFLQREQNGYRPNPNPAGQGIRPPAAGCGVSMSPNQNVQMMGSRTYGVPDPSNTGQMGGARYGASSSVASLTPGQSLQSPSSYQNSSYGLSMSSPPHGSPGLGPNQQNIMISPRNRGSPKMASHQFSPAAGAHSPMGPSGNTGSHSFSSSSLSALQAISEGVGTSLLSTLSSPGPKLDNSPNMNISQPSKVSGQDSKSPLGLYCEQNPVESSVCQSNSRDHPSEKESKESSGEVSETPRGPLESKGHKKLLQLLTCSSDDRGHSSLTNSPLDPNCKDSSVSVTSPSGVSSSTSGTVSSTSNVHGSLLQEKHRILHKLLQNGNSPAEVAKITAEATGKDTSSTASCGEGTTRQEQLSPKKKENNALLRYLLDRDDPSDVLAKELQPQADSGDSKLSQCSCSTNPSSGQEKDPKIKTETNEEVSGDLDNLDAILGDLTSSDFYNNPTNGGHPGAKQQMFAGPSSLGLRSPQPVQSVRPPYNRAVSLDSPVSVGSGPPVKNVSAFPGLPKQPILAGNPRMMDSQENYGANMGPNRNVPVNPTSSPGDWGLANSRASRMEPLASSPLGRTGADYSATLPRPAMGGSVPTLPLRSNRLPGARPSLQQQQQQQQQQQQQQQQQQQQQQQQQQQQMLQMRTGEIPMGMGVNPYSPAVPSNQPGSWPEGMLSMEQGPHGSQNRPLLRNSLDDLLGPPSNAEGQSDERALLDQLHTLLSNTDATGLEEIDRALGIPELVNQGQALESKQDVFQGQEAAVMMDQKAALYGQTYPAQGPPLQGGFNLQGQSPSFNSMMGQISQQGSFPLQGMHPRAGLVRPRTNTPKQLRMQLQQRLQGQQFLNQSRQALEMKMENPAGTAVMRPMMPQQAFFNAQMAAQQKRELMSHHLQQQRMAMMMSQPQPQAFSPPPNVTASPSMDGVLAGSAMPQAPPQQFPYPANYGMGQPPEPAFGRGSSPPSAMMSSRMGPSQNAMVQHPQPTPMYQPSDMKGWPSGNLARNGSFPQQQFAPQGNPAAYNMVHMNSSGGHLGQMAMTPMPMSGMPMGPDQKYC
PfM18AAP inh = PfM18AAP enzyme inhibition | recombinant PfM18AAP, H-Glu-NHMec fluorogenic cleavage | inhibition, % at 7.35 µM | hit rate 1.2% among 290,000 | AID 1822;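 active = inhibition above the campaign mean inhibition over all tested compounds plus 3 SD, cut at about 28% in these data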;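 also: 0% = plate median of test compound wells and 100% = 2 mM ZnCl2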
MEKK3 PB1 HTS = MEKK3-MEK5 PB1 interaction, increase or decrease. Q99759. bead-based flow cytometry, Alexa488-MEK5 binding to MEKK3; actives lie on both sides; 0 = blocked by unlabeled MEK5, 100 = vehicle. binding response (% of control), % at 10 µM. hit rate 1.4% among 290,000;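 active = binding response more than 3 SD above or below the average of its plate-row segment, actives on both sides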;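 also: Alexa488 bead fluorescence after subtracting the streptavidin-only scavenger bead signal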
* = called active by the depositor; / = not tested or not shown. Some of the compounds tested. The share of hits here may be higher or lower than overall.

| compound | IDE inh | NALP1 inh | MEKK2 WT-MEK5 | SUMO HTRF inh | MEKK2 mut-MEK5 | IDE cell activ | pCIP destab | PfM18AAP inh | MEKK3 PB1 HTS |
| --- | --- | --- | --- | --- | --- | --- | --- | --- | --- |
| CC(=O)c1ccc(NC(=O)COC(=O)CCC(=O)c2cccs2)cc1 | -2 | 2 | 102 | 3 | 0 | -2 | 11 | 1 | 103 |
| COc1cc(-c2nc3sc(C)c(C)c3c(=O)o2)cc(OC)c1OC | 2 | 2 | 105 | 8 | 2 | -4 | 4 | -1 | 101 |
| O=C1CCc2cc(S(=O)(=O)NC(Cc3ccccc3)C(=O)NCC3CCCO3)ccc2N1 (stereo unspecified) | 0 | 3 | 105 | 11 | 1 | 3 | -7 | -3 | 105 |
| Cc1cc(C)n(CC(O)COCc2ccco2)n1 (stereo unspecified) | 0 | 17 | 98 | 1 | 2 | -3 | 6 | -7 | 105 |
| C=C(C)C(=O)Nc1ccc(NC(C)C)cc1 | 1 | 22 | 84 | 10 | -21 | 4 | -5 | 5 | 83 |
| Nc1nonc1/C(=N/O)N1CCCC1 | 7 | 5 | 99 | 15 | 1 | 2 | 0 | -6 | 99 |
| CCCCCc1ccc(CC(=O)Nn2c(C)nc3ccccc3c2=O)cc1 | 9 | -27 | 104 | -19 | 11 | 5 | -5 | -1 | 108 |
| NS(=O)(=O)c1ccc(CCNC(=O)c2cc3ccccc3s2)cc1 | 2 | 19 | 100 | 4 | 5 | -1 | -5 | -2 | 98 |
| COc1ccc(/C=N/NC(=O)c2cc(-c3ccccc3)nc3ccccc23)c(C(=O)O)c1OC | -1 | -6 | 102 | 11 | 6 | 5 | -1 | 3 | 104 |
| Cc1nc(NC(=S)NC(=O)c2ccccc2)sc1C(=O)N(C)C | 4 | -22 | 108 | 27 | 6 | -4 | 2 | 2 | 106 |
| COc1ccc(NC(=O)CSc2nc3ccccc3c(=O)n2-c2ccc3c(c2)OCO3)c(OC)c1 | 0 | -4 | 98 | 5 | 2 | -3 | 1 | 4 | 99 |
| O=C(Nc1ccc(Cl)cc1)N1CCSc2ccccc21 | -4 | 10 | 103 | 10 | 3 | 4 | -4 | -10 | 107 |
| CN(Cc1cccs1)C(=O)Cn1cnc2cc([N+](=O)[O-])ccc2c1=O | 0 | -4 | 98 | 8 | 5 | 4 | 7 | 1 | 102 |
| Cc1ccc([N+](=O)[O-])cc1NC(=O)C[n+]1ccccc1 | 5 | 0 | 110 | 8 | 1 | 5 | -5 | 5 | 105 |
| CCCOc1ccccc1C1CC(=O)NC(C)=C1C(=O)OCC(C)C (stereo unspecified) | -3 | -3 | 100 | -17 | 16 | 1 | -9 | -6 | 107 |
| O=C1N=C(N2CCOCC2)CS1 | -2 | 29 | 95 | -5 | -5 | 8 | -2 | -6 | 94 |
| CCOc1ccc(CN(C(=O)c2cc(=O)c3cc(C)cc(C)c3o2)C2CCS(=O)(=O)C2)cc1 (stereo unspecified) | 9 | 7 | 98 | / | 7 | 2 | -14 | -6 | 97 |
| CCC1CCCCN1Cc1ccc(CNS(=O)(=O)c2ccc3c(c2)oc(=O)n3C)o1 (stereo unspecified) | 13 | -3 | 93 | 4 | 0 | 3 | 0 | 11 | 94 |
| c1sc2[n+](c1C13CC4CC(CC(C4)C1)C3)CCS2 | 2 | 32 | 94 | 4 | -4 | 10 | -21 | -4 | 89 |
| COc1ccc(N(CC(=O)Nc2ccc3c(c2)OCCO3)S(=O)(=O)c2cccnc2)cc1 | 2 | 33 | 100 | -6 | 3 | -2 | -14 | 0 | 98 |
| COc1ccc(N2C(=O)C3C(C2=O)C3(c2ccccc2)c2ccccc2)cc1 (stereo unspecified) | 1 | 8 | 98 | -12 | 0 | 3 | -6 | -2 | 100 |
| CCOc1ccc(N2C(=O)CC(SCCN)C2=O)cc1 (stereo unspecified) | -1 | 11 | 98 | 26 | -2 | 1 | -3 | -45 | 102 |
| CC(C)CC(NC(=O)c1ccccc1)C(=O)N/N=C/c1ccco1 (stereo unspecified) | 2 | 20 | 98 | -4 | -2 | 2 | 6 | 4 | 92 |
| CC1(C)CC(=O)c2cc(OCC(=O)NCCCN3CCN(c4ccc(F)cc4)CC3)ccc2O1 | 5 | 16 | 144* | 23 | 20 | -1 | -16 | -13 | 109 |
| O=C(CCCN1C(=O)c2ccccc2C1=O)N1CCc2ccccc2C1 | -2 | -3 | 99 | 1 | -5 | 2 | -2 | -14 | 99 |
| Cc1ccc(SCCC(=O)NCCSCc2ccco2)cc1 | 2 | 16 | 73 | 10 | -23 | -4 | -14 | -18 | 75 |
| O=C(NCCCn1ccnc1)C(=O)NCC1OCCN1S(=O)(=O)c1ccc2c(c1)OCCO2 (stereo unspecified) | -1 | / | 105 | 0 | 4 | -1 | -1 | -3 | 96 |
| COc1ccc(-c2noc(CSc3nnc(CCc4ccccc4)n3-c3ccccc3)n2)cc1OC | 0 | 20 | 90 | 9 | -10 | -2 | -3 | 3 | 94 |
| O=C1C=Cc2ccccc2/C1=C/c1[nH]c(=O)[nH]c1O | 0 | 7 | 97 | 13 | 5 | 0 | 8 | 8 | 97 |
| COc1ccc(NS(=O)(=O)c2cccc(C(=O)NCC3(N4CCOCC4)CCCCC3)c2)cc1 | 3 | 2 | 99 | -4 | 5 | -3 | -6 | 5 | 101 |
| CC(=O)c1cnc2c(-c3ccc(Cl)cc3)c(C)nn2c1C | 8 | 20 | 112 | 19 | 4 | -1 | 7 | 4 | 110 |
| COc1ccc(S(=O)(=O)Nc2ccc3c(c2)OCO3)cc1Cl | 8 | 28* | / | 16 | / | -2 | -9 | 0 | / |
| CCCCOc1ccccc1Cn1c(=O)oc2ccccc21 | -2 | 2 | 103 | 10 | 3 | 4 | -9 | -1 | 109 |
| COc1cc2c3c(c1OC)C1(C=CC(=O)C=C1)CC3N(C(=O)CCC(=O)O)CC2 (stereo unspecified) | -3 | / | 106 | -13 | 18 | 5 | 0 | -3 | 125 |
| c1cc(-c2cc3cc(N4CCOCC4)ccc3o2)cs1 | 1 | / | 95 | / | -3 | -3 | / | / | 100 |
| O=C(Oc1c(Cl)cc(Cl)c2cccnc12)c1ccco1 | -5 | 31 | 97 | 1 | -3 | -2 | -10 | 2 | 100 |
| CC1CC(C)CN(CCCNC(=O)c2ccc(CS(=O)(=O)Cc3ccccc3F)o2)C1 (stereo unspecified) | 4 | -10 | 112 | 27 | 18 | 2 | 9 | 6 | 105 |
| CC(=O)c1cccc(NC(=O)N2C3CCC2CC(O)(c2cccnc2)C3)c1 (stereo unspecified) | 6 | 25 | 120 | 25 | 11 | -7 | -14 | 14 | 113 |
| CCOCCCNC(=O)C(Cc1ccccc1)NC(=O)c1ccco1 (stereo unspecified) | 2 | 3 | 105 | 0 | 7 | 2 | -1 | 2 | 104 |
| O=C(c1ccc(CN2CCc3ccccc3C2)cc1)N1CCc2ccccc2C1 | -1 | -8 | / | -12 | / | 5 | -3 | -3 | / |

4 compounds out of the list above, arranged by their value in pCIP destab, ascending.
| compound | IDE inh | NALP1 inh | MEKK2 WT-MEK5 | SUMO HTRF inh | MEKK2 mut-MEK5 | IDE cell activ | pCIP destab | PfM18AAP inh | MEKK3 PB1 HTS |
| --- | --- | --- | --- | --- | --- | --- | --- | --- | --- |
| CC1(C)CC(=O)c2cc(OCC(=O)NCCCN3CCN(c4ccc(F)cc4)CC3)ccc2O1 | 5 | 16 | 144* | 23 | 20 | -1 | -16 | -13 | 109 |
| Cc1ccc(SCCC(=O)NCCSCc2ccco2)cc1 | 2 | 16 | 73 | 10 | -23 | -4 | -14 | -18 | 75 |
| O=C(c1ccc(CN2CCc3ccccc3C2)cc1)N1CCc2ccccc2C1 | -1 | -8 | / | -12 | / | 5 | -3 | -3 | / |
| O=C(NCCCn1ccnc1)C(=O)NCC1OCCN1S(=O)(=O)c1ccc2c(c1)OCCO2 (stereo unspecified) | -1 | / | 105 | 0 | 4 | -1 | -1 | -3 | 96 |

Later entries:
| compound | IDE inh | NALP1 inh | MEKK2 WT-MEK5 | SUMO HTRF inh | MEKK2 mut-MEK5 | IDE cell activ | pCIP destab | PfM18AAP inh | MEKK3 PB1 HTS |
| --- | --- | --- | --- | --- | --- | --- | --- | --- | --- |
| COc1cc(/C=C(\C#N)c2nc3ccccc3[nH]2)ccc1Oc1ccc([N+](=O)[O-])cn1 | 6 | 14 | 110 | 27 | 6 | -10 | -4 | 0 | 105 |
| COC(=O)C1CN(S(=O)(=O)c2ccc(C)cc2)CCN1S(=O)(=O)c1ccc(C)cc1 (stereo unspecified) | -1 | 15 | 99 | -24 | -8 | -3 | -3 | -3 | 102 |
| CCN(CC)c1ccc(/C=C2/SC(=O)N(C(C)C)C2=O)o1 | / | 58* | 90 | -12 | 1 | -77 | 14 | 0 | 96 |
| Cc1nc2ccc(S(=O)(=O)N(C)CC(=O)Nc3ccccc3F)cc2s1 | 3 | 11 | 104 | 14 | 3 | -1 | 3 | -2 | 108 |
| CC(C)(C)c1ccc(/C=C2/SC(N3CCCC3)=NC2=O)cc1 | 2 | 6 | 94 | 30 | -7 | / | 2 | -7 | 96 |
| O=C(Cn1nnc(-c2cccs2)n1)NCc1ccccc1 | 3 | 0 | 97 | 8 | 2 | 4 | -8 | 2 | 102 |
| CCC(=O)NCCCCCCNC(=O)CC | 1 | 6 | 93 | -1 | -7 | -3 | 5 | -4 | 91 |
| Cc1ccccc1NC(=O)c1ccc2c(c1)CCN2S(C)(=O)=O | / | -4 | 105 | 9 | 5 | 4 | -13 | -2 | 102 |
| Clc1ccccc1Nc1c2c(nc3ncnn13)CCC2 | 0 | 0 | 107 | 13 | 2 | -4 | -7 | -3 | 104 |
| O=C(Cc1cccs1)Nc1cccc(C(=O)Nc2ccc(C(=O)O)cc2)c1 | 0 | 1 | 93 | -8 | -6 | / | 4 | -4 | 97 |
| O=C(COc1ccc([N+](=O)[O-])cc1)N(Cc1ccccc1)Cc1ccccc1 | 3 | 19 | 97 | -13 | -2 | 1 | -6 | 6 | 105 |
| O=c1c2ccccc2ncn1CCOc1ccccc1[N+](=O)[O-] | 1 | -12 | 89 | 8 | -5 | -3 | 2 | -2 | 85 |
| NC(=O)c1ccc(NC(=O)CCC(=O)c2cccs2)cc1 | -3 | 12 | 97 | 11 | -2 | 1 | -22 | 0 | 101 |
| Cc1cc(C(=O)N2CCCC(Nc3ccc(F)cc3)C2)c(C)o1 (stereo unspecified) | 0 | 17 | 103 | 17 | 0 | 3 | -14 | -10 | 100 |
| COc1ccc(C(=O)n2cnnc2N)cc1 | 3 | 0 | 100 | -25 | -3 | 5 | 7 | 48* | 100 |
| Cc1cc(=O)oc2cc(OCC(O)Cn3ccnc3)ccc12 (stereo unspecified) | -5 | 30 | 113 | 22 | 15 | 2 | -6 | -13 | 110 |
| CC(Sc1nc(-c2ccccc2)cc(C(F)(F)F)n1)C(=O)N1CCCCC1 (stereo unspecified) | -3 | -8 | 102 | 3 | 4 | 5 | 0 | -7 | 103 |
| CCOCCCNC(=O)C(NC(=O)CNC(C)=O)c1ccc(C)cc1 (stereo unspecified) | 1 | 32 | 89 | -11 | -5 | 7 | -8 | -1 | 83 |
| CCN1CCN(Cc2ccc(NC(=O)CC3Oc4ccc(C)cc4NC3=O)cc2)CC1 (stereo unspecified) | 1 | -2 | 109 | 13 | 6 | 1 | 2 | 1 | 101 |
| CC(=O)N1CCN=C1SCc1ccccc1 | 4 | -12 | 104 | 9 | 6 | 1 | -10 | 0 | 102 |
| CCOC(=O)c1cc(NC(=O)c2cnccn2)cc(C(=O)OCC)c1 | 2 | 15 | 98 | 2 | 1 | 4 | -6 | 5 | 98 |
| OCCNc1nc(N2CCCCC2)nc2ccccc12 | 6 | -10 | 106 | 12 | 3 | -1 | 6 | 2 | 101 |
| CC(O)CNCc1ccccc1C(F)(F)F (stereo unspecified) | 1 | -3 | 104 | 12 | 7 | 3 | -9 | 0 | 102 |

Bioassay records: PubChem BioAssay, several laboratories
